IP6K1 inh: Primary qHTS assay for small molecule inhibitors of Inositol hexaphosphate kinase 1 (IP6K1); Inositol hexakisphosphate kinase 1 (Homo sapiens), Q92551; IP6K1 kinase, ADP-Glo luminescence, 2 h; active compounds read low; activity change, % (series mostly up to about 58 µM); 0.81% of 140,000 active; AID 1645851, 2021; in the data active means activity change below about -25%
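ADP-Glo luminescence measures ADP made by human IP6K1 during a 2 h RT reaction with ATP/IP6 (mix at 1.3 mM/130 uM); top library doses 57.5 and 19.1 uM final.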
SNCA viab count: GF-AFC viability counterscreen for inhibitors of alpha-synuclein gene (SNCA) expression; HEK-293-SNCA-luc viability, GF-AFC fluorescence, 24 h; Potency, µM (titrated, usually from 57.1 µM), inactives show top-dose activity change, negative = cytotoxicity, hits mostly cytotoxic; 0.12% of 150,000 active;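 further: potency means the concentration at half of the fitted maximal effect; 0% = DMSO-treated cells and -100% = medium-only wells without cells; nearly all actives have a fitted effect of over 30% in size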
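Cytotoxicity counterscreen: after 24 h compound treatment of genome-edited SNCA-luciferase HEK-293 cells, live-cell protease substrate GF-AFC read by fluorescence after 30 min; activity scaled between DMSO (0%) and medium-only (-100%), curves Hill-fitted.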
SNCA expr inhib: Primary qHTS assay for inhibitors of alpha-synuclein gene (SNCA) expression | HEK-293 SNCA-luciferase knock-in, luminescence, 24 h | Potency, µM (series often up to 57.2 µM), for inactives: top-dose activity change, negative = inhibition, most hits filed as inhibitors | 0.17% of 140,000 active | AID 1671194, 2021;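 further: potency means the concentration at half of the fitted maximal effect; plate controls were DMSO cells for no effect and cell-free wells for full effect; nearly all actives have a fitted effect of over 45% in size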
Luciferase inh: Firefly luciferase inhibition profiling of diverse chemical library using quantitative high-throughput screening. Potency, µM (series often up to 115 µM), for inactives: at the top dose activity change, negative = inhibition, actives largely listed as inhibitors. AID 1347043, 2019. purified P. pyralis luciferase, luminescence, biochemical. 2.5% of 76,000 active. Luciferin 4-monooxygenase (Photinus pyralis), P08659; further: potency means the concentration at half of the fitted maximal effect; nearly all actives have a fitted effect of over 65% in size
Target sequence (P08659 whole entry, looked up): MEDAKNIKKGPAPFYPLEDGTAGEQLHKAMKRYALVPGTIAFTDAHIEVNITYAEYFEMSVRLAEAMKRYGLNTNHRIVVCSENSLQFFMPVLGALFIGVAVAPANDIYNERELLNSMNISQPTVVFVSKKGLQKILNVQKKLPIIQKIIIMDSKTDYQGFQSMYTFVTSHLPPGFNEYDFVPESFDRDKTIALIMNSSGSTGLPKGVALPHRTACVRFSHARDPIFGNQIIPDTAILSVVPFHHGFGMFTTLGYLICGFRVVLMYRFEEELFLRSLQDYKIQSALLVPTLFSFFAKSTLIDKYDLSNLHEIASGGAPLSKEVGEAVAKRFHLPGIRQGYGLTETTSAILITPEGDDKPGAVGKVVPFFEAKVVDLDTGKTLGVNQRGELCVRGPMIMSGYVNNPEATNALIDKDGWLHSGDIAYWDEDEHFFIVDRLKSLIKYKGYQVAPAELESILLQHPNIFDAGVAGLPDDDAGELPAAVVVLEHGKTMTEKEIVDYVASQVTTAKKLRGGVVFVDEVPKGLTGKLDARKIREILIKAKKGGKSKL
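Purified P. pyralis luciferase (10nM final) in 50mM Tris acetate pH 7.5, 10mM Mg acetate, 0.01% Tween-20, 0.05% BSA with 10uM D-luciferin and 10uM ATP. Compounds titrated qHTS. Luminescence imaged on CCD.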
HEK cytotox: Cytotoxic Profiling in HEK 293 Cell Line of Diverse Libraries Using Quantitative High-Throughput Screening; HEK 293 viability, ATP luminescence (CellTiter-Glo), 48-72 h; Potency, µM (doses to about 115 µM), without a hit: at the top dose activity change, negative = cytotoxicity, usual class: inhibitors; 6.6% of 94,000 active; further: potency means the concentration at half of the fitted maximal effect; nearly all actives have a fitted effect of over 60% in size
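Cells seeded first (HEK 293, 250 cells/well), then compound added by pintool. Incubation ran 48 or 72 hr at 37 degree Celsius. CellTiter-Glo was added and luminescence imaged after 10 min at room temperature.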
3T3 cytotox: Cytotoxic Profiling in NIH 3T3 Cell Line of Diverse Libraries Using Quantitative High-Throughput Screening; AID 1345082, 2018; Potency, µM (top dose mostly 96.7 µM), inactives show top-dose activity change, negative = cytotoxicity, actives largely listed as inhibitors; NIH 3T3 viability, CellTiter-Glo ATP luminescence, 48-72 h; 4.3% of 94,000 active; further: potency means the concentration at half of the fitted maximal effect; nearly all actives have a fitted effect of over 55% in size
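NIH 3T3 cells at 400 cells/well received 23 nL of compound by pintool and were incubated 48 or 72 h at 37 °C. Viability was read as ATP-coupled CellTiter-Glo luminescence.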
GPT2 inhibitor: Primary qHTS assay for inhibitors of Glutamate pyruvate transaminase 2 (GPT2) | Potency, µM (top dose mostly 57.7 µM), for inactives: at the top dose activity change, negative = inhibition, hits mostly inhibitors | Recombinant GPT2, coupled pyruvate oxidase/HRP Amplex Red fluorescence | 0.25% of 100,000 active | Alanine aminotransferase 2 (Homo sapiens), Q8TD30; further: potency means the concentration at half of the fitted maximal effect; nearly all actives have a fitted effect of over 60% in size; many of its hits are not listed in these tables
Target sequence (Q8TD30 whole entry, looked up): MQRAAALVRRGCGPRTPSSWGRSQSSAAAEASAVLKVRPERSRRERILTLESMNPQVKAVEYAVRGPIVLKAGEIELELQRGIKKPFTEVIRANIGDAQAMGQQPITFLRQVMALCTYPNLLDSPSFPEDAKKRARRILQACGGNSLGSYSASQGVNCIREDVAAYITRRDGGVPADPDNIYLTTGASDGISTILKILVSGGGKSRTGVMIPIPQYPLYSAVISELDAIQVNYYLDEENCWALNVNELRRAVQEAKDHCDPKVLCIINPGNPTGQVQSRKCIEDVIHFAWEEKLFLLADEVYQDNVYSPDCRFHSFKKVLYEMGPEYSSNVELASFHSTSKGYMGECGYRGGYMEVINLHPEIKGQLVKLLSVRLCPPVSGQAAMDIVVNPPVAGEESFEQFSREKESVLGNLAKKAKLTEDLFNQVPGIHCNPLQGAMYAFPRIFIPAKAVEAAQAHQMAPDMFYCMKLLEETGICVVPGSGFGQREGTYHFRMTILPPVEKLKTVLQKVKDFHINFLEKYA
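Fluorescence of coupled pyruvate oxidase/HRP/Amplex Red system (50uM Amplex, 30 min, dark) reports pyruvate formed by GPT2. Enzyme reaction: 10ng/uL GPT2, 2mM L-alanine, 250uM a-KG, 30 min room temperature, pH 7.5; 50uM AOA control.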
Active calls of the source: *; i = inactive; ? = inconclusive; . = no result given; & = joins results of further samples; [ ] = another dose, or the depositor's remark. Unless noted, the call rests on the fitted dose curve; in most records, active means well fitted curve in the direction sought with a large enough effect; inconclusive means small, poorly fitted or top-dose-only effect, or another doubt; inactive means no such curve, though single readings can be large; an effect the other way counts as inactive or inconclusive. Unless noted, on the % scale 0 is the no-effect control and ±100 the full control effect.

SMILES	IP6K1 inh	SNCA viab count	SNCA expr inhib	Luciferase inh	HEK cytotox	3T3 cytotox	GPT2 inhibitor
O=C(c1ccc2nnc(Cc3ccco3)n2c1)N1CCOCC1	-15&0	-3%&-6%[87.6 µM]	20%&8%[87.6 µM]	.	0%&-3%[172 µM]	-2%&2%[138 µM]	-8%[88.5 µM]
Cc1ccc(-c2cnc([C@@H]3COCCN3Cc3ccncc3)[nH]2)cc1	8	1%[87.6 µM]	?	11%[172 µM]	-6%[172 µM]	2%[174 µM]	2%[88.5 µM]
CN(CC#N)C(=O)c1cc(-c2cccc(C(F)(F)F)c2)nc2c1cnn2C	7	.	.	.	?	?	.
O=C(Nc1ccc([C@H]2OCC(=O)N(Cc3ccncc3)[C@@H]2CO)cc1)c1ccc(C(F)(F)F)cc1	23	-5%	11%	13µM*	20µM*	?	-42%
Cn1ncc(N2CCC(C(=O)N3CCC(C(N)=O)(N4CCCCC4)CC3)C2)cc1=O (configuration not stated)	11	-5%	-29%	1%	-13%	i	i
Cc1cc(C)cc(-n2c(SCC(=O)Nc3ccc4c(c3)OCCO4)nc3c([nH]c4ccccc43)c2=O)c1	12	-8%	?	.	.	.	.
COc1ccc(OC)c(NC(=O)c2ccc(-c3nc(CSc4ccccc4)c(C)o3)cc2)c1	7	3%	27%	.	.	.	.
Cc1cc(C)cc(C(=O)n2nc(C)c(S(=O)(=O)N3CCOCC3)c2C)c1	23	14%	4%	.	.	.	.
CC(C)Oc1ccc2c(NC(=O)C3CCOC3)nn(Cc3ccccc3)c2c1 (configuration not stated)	5	3%	-22%	-2%	-14%	-16%	-5%[11.5 µM]
O=C(c1ccc2sccc2c1)N1CCN(Cc2ccc3c(c2)OCO3)CC1	-1	-1%	-11%	-4%	?	?	-22%
Cc1ccc(-c2cc(N3CCCN(C(=O)c4ccc5c(c4)OCO5)CC3)n[nH]2)cc1C	-6	-23%	-21%	-19%	?	?	?
CCCN1CCc2[nH]cnc2C12CCN(C(=O)c1cnn3ccccc13)CC2	5	2%	6%	5%	i	i	4%
Cc1nn(CC(=O)NCc2cccnc2)c(=O)c2nc(-c3ccccc3)sc12	10	3%	-15%	-13%	0%	i	?
Nc1c(C(=O)Nc2cccc(F)c2)sc2nc(-c3cccs3)ccc12	-2	?	53%[activator]	.	.	.	.
O=C([C@@H]1C[C@H](Oc2cccnc2)CN1C(=O)c1ccco1)N1CCCC1	2	-2%	1%	-7%	i	i	i
CCc1ccccc1NC(=O)Cc1ccc(-n2c(C)nc3cccnc32)cc1	18	22%	-19%	.	.	.	.
Cc1cccc(C(=O)NC2(C(F)(F)F)N=C(c3ccccc3)N(Cc3ccccc3)C2=O)c1 (configuration not stated)	33	3%	26%	.	.	.	.
CCn1cc(CN(C)S(=O)(=O)c2ccc(C(=O)NC3CC3)cc2)cn1	11	-6%	0%	-4%	-27%	-23%	-27%
CC(C)CCNC[C@H]1O[C@H](Cc2cc(-c3ccc(F)cc3)on2)CC[C@@H]1O	3	-10%[87.6 µM]	81%[activator][87.6 µM]	?	89µM*	50µM*	i
CCN(CC)C(=O)Cn1c(=O)n(Cc2ccc(C(=O)NCCc3ccc(OC)c(OC)c3)cc2)c(=O)c2ccccc21	10	-3%	-13%	.	.	.	.

A section from further up, as a working copy:
SMILES	IP6K1 inh	SNCA viab count	SNCA expr inhib	Luciferase inh	HEK cytotox	3T3 cytotox	GPT2 inhibitor
Cc1ccc(-c2cc(N3CCCN(C(=O)c4ccc5c(c4)OCO5)CC3)n[nH]2)cc1C	-6	-23%	-21%	-19%	?	?	?
CCCN1CCc2[nH]cnc2C12CCN(C(=O)c1cnn3ccccc13)CC2	5	2%	6%	5%	i	i	4%
Cc1nn(CC(=O)NCc2cccnc2)c(=O)c2nc(-c3ccccc3)sc12	10	3%	-15%	-13%	0%	i	?
Nc1c(C(=O)Nc2cccc(F)c2)sc2nc(-c3cccs3)ccc12	-2	?	53%[activator]	.	.	.	.

Carrying on.
SMILES	IP6K1 inh	SNCA viab count	SNCA expr inhib	Luciferase inh	HEK cytotox	3T3 cytotox	GPT2 inhibitor
O=C(CCC1CCCN(S(=O)(=O)c2ccccc2F)C1)NCCN1CCCC1 (configuration not stated)	10	-1%	9%	4%	3%	i	i
COc1ccc(-c2nnc(C[C@@H]3C[C@@H](C(C)C)[C@H](CNCc4ccncc4)C=C3C)o2)cc1	15	?	-14%	-4%	25µM*	?	i
CCOC(=O)C1=C(CS(=O)(=O)c2ccc(F)c(C)c2)NC(=O)NC1c1ccccc1OC (configuration not stated)	6	?	-13%	.	.	.	.
Cc1cc(C)cc(Nc2nc(-c3ccccc3F)no2)c1	-6	-1%	77%[activator]	1.6µM*	40µM*	45µM*	i
O=C(c1ccc2[nH]ccc2c1)N1CCC(n2cc(-c3nc(-c4ccccc4)no3)nn2)C1 (configuration not stated)	2	?	?	?	16µM*	?	1%
CCN1CCOC(=O)C1CC(=O)Nc1cc(C)cc(C)c1 (configuration not stated)	-8	-8%	7%	.	.	.	.
CCOC(=O)C1CCN(C(=O)c2ccc3nccn3c2)CC1	23	-1%[87.6 µM]	-5%[87.6 µM]	.	i	-17%[138 µM]	-8%[88.5 µM]
O=C(OCc1cc(=O)n2c3c(sc2n1)CCCC3)c1cccc(NC(=O)c2ccccc2F)c1	3	-10%	-19%	.	.	.	.
Cc1noc(C)c1CO[C@@H]1COCC[C@H]1NC(=O)Cn1nc2ccccc2n1	5	3%	-1%	6%	i	3%	4%[11.5 µM]
COc1ccc(Nc2cnc3ccc(-c4ccc(F)cc4)nn23)cc1	-11	-9%[87.6 µM]	-9%[87.6 µM]	9%[172 µM]	?	?	?
Cc1cc(C(=O)N2CCCC(c3nn[nH]n3)C2)nn1C (configuration not stated)	4	6%	3%	0%	i	2%	i
O=C(Cc1ccccc1)NC1CCCc2c1[nH]c1c(Cl)cccc21 (configuration not stated)	0	0%	-17%	-3%	?	35µM*	i
Cc1cn2nc(C(=O)N3CCN(C4CCCCC4)CC3)cc2c(N(C)Cc2ccccc2)n1	4	5%	0%	10%	1%	0%	-7%
CCC(=O)N1CCc2cc(S(=O)(=O)CCC(=O)N3CCN(c4cccc(Cl)c4)CC3)ccc21	10	1%	-1%	.	.	.	.
COc1ccc(C(F)(F)F)cc1NC(=O)c1sc2nc(-c3cccs3)ccc2c1N	18	?	59%[activator]	.	.	.	.
Cc1ccc(C(=O)N2CCC3(CCCCO3)CC2)cn1	7	7%	-2%	3%	-14%	-12%	i
O=C(Nc1cccc(-c2nnc3n2CCCC3)c1)C1CC1	-3	4%	-10%	-2%	6%	-11%	i
Cc1ccsc1C(=CCCN1CCC[C@@H](C(=O)O)C1)c1sccc1C	2	5%[23.9 µM]	-31%[25.6 µM]	.	.	.	-8%
COc1ccc(NC(=O)c2ccc3c(c2)OCCN(C2CCC2)C3)c(F)c1	-12	-6%[87.6 µM]	-13%[87.6 µM]	?	?	-39%[138 µM]	-3%[88.5 µM]
CC(C)NC(=O)C1CCc2nnc(C3CCN(C(=O)Nc4ccc(Cl)cc4)CC3)n21 (configuration not stated)	-19	-1%	0%	.	i	4%	-1%
COc1cc2cc(CNc3ccccc3)c(=O)n(CC(=O)Nc3cccc(Cl)c3C)c2cc1OC	6	5%	?	.	.	.	.
O=C(CCCc1ccccc1)Nc1ccc(OC2CCNCC2)nc1	7	2%	100%[activator]	?	?	?	2%
COCCCN1C(=O)CC[C@H]2CN(C(=O)Cn3cccnc3=O)CC[C@H]21	15	?	96%[activator]	-24%	?	-2%	1%
CC(C)NC(=O)N[C@H]1C[C@@H](Cc2cc(CCO)on2)C1(C)C	10	2%[87.6 µM]	-13%[87.6 µM]	-3%[172 µM]	-27%[172 µM]	-17%[174 µM]	-29%[88.5 µM]
O[C@@H]1C[C@@H](c2nc(-c3cnccn3)no2)N(Cc2cccs2)C1	8	-9%[87.6 µM]	58%[activator][87.6 µM]	-28%[172 µM]	-14%[172 µM]	-26%[174 µM]	-23%[88.5 µM]
COc1ccc(CN2CC(O)CN(C(=O)CC(C)C)CC2=O)cc1 (configuration not stated)	-2	.	.	.	-29%	?	.
Cn1c(=O)c2c(SCC(=O)NCc3ccco3)nc(-c3ccccc3Cl)nc2n(C)c1=O	3	2%	13%	.	.	.	.
COCc1nc(-c2ccc(OC3CN(C(=O)C(C)Oc4ccccc4)C3)cc2)no1 (configuration not stated)	5	-24%	-9%	5%	40µM*	?	2%
COc1ccccc1N(CC(=O)Nc1cc(C)cc(C)c1)S(C)(=O)=O	1	?	8%	.	.	.	.
COc1ccc(-c2cc(N3CCC(NC(=O)Cc4c(F)cccc4Cl)CC3)n[nH]2)cc1	6	1%	22%	-3%	?	?	-3%
O=C1NC2(CCCN(Cc3ccsc3)C2)COc2ccccc21 (configuration not stated)	20	5%[87.6 µM]	-11%[87.6 µM]	-2%[172 µM]	79µM*	40µM*	i
COC(=O)c1cccc(C(=O)NC2CCCN(CCCc3ccccc3)C2)c1 (configuration not stated)	3	-2%	7%	4%	?	?	i
O=C(Nc1cccc(F)c1)N[C@@H]1C=C(C(=O)N[C@H]2CCCNC2=O)C[C@@H](O)[C@@H]1O	-1	0%[87.6 µM]	32%[activator][87.6 µM]	-6%[172 µM]	i	-18%[174 µM]	0%[88.5 µM]
CCc1cccc(NC(=O)c2sc3nc[nH]c(=O)c3c2C)c1	18	1%	22%	.	.	.	.
CCNc1c(NC(=O)c2ccccc2OCC)c(=O)oc2ccccc12	0	-13%	-9%	.	.	.	.
CC(C)c1noc(-c2cn(C3CCN(C(=O)c4nccc5ccccc45)C3)nn2)n1 (configuration not stated)	-1	4%	20%	10%	-5%	-14%	i
O=C(CCn1ccn2nc3c(c2c1=O)CCCC3)N1CCN(c2ccc(F)cc2)CC1	26	-12%	0%	-3%	?	?	i
Cc1c(-c2cccc(NC(=O)c3ccc(F)c(F)c3)c2)nc2ncccn12	12	13%	35%[activator]	.	.	.	.
O=C(c1ccc2c(c1)OCO2)N1CC2(C1)C(=O)Nc1ccccc12	-16	-2%	-5%	.	i	i	-2%
COc1ccc(N(C(=O)c2ccccc2C)S(=O)(=O)c2ccc(C)cc2)cc1	0	7%	?	.	.	.	.
CC(C)Oc1cccc(-c2nnc(CCC(=O)NC(C)c3ccccc3)c(=O)[nH]2)c1 (configuration not stated)	28	17%	0%	-7%	?	-27%	-10%

Screens as filed in PubChem.
